FLuc inh counter: inhibits firefly luciferase, flagging false hits in luciferase inhibition screens | P08659 | ATPLite firefly luciferase biochemical luminescence, 10 min | inhibition, % at 10 µM | 200,000 tested, 1.5% active;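 active = inhibition above about 50% when tested at 10 µM, limit read from the data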
PMI act hi M6P: PMI (human) activation, high substrate. P34949. coupled PMI enzyme assay, resazurin fluorescence, 20 min; stronger effect = higher value; 1 = untreated enzyme, 0 = substrate-free blank. activation factor at 20 µM. 190,000 tested, 0.34% active;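 active = activation factor of 2 or more at 20 µM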
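test system = human PMI in coupled enzyme assay | medium = HEPES-buffered pH 7.4 with magnesium and detergent | also added = 1.0 mM mannose-6-phosphate substrate with 0.22 mM NADP+ | compound = 20 µM single dose | times = 20 min incubation at room temperature | measured by = resorufin fluorescence (Ex 544/Em 590 nm) from resazurin via diaphorase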
TNAP inh hiacc: TNAP (human) inhibition, high acceptor | P05186 | purified TNAP, CDP-star luminescence, 1 M DEA | inhibition, % at 20 µM | 200,000 tested, 0.03% active | AID 1135;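 active = over 50% inhibition of tissue-nonspecific alkaline phosphatase at 20 µM in the single-dose screen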;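 also: plate controls were DMSO wells for no effect and EDTA-quenched wells as full inhibition for full effect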
Target sequence (P05186 whole entry, looked up): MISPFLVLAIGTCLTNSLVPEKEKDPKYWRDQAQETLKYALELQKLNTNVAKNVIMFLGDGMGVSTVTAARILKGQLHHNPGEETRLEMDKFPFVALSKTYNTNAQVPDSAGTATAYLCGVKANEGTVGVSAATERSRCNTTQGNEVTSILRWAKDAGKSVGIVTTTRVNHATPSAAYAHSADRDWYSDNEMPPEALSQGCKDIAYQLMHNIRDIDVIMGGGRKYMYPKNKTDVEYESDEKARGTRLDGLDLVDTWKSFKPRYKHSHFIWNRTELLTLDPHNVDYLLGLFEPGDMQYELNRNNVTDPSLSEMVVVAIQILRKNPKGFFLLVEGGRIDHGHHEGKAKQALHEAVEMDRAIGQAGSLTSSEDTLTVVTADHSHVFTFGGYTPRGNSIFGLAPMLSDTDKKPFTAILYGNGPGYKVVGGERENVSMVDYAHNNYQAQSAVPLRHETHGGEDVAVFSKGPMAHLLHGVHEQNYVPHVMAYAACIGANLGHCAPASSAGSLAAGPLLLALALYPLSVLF
TNAP inh noacc: inhibitors of human TNAP without phosphate acceptor; P05186; purified TNAP, CDP-star luminescence, 30 min; inhibition, % at 20 µM; 200,000 tested, 0.26% active;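 active = tissue-nonspecific alkaline phosphatase inhibition above about 50% at 20 µM in the single-dose screen, limit read from the data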;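 also: 0% = DMSO negative control and 100% = EDTA positive control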
FLuc act counter: affects firefly luciferase, flagging false hits in luciferase stimulation screens; P08659; ATPlite luciferase biochemical, luminescence, 10 min; 0 = ATP-free wells, 1 = DMSO control; activation factor at 10 µM; 200,000 tested, under 10 active;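 active = luciferase activation factor, scaled between plate controls, of at least 2 with compound at 10 µM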
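Material: Luciferase/luciferin reagent mix | Doses: Test compounds dosed from 2 mM stocks in 100% DMSO | Timing: 10 min incubation after luciferase reagent addition, room temperature | Measured by: Luminescence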
TNAP act hi DEA: activators of human TNAP at high phosphate acceptor concentration; P05186; purified TNAP, CDP-star luminescence, 1 M DEA, 30 min; stronger effect = higher value; 0 = EDTA background, 1 = DMSO-only activity; activation factor at 20 µM; 200,000 tested, under 10 active; AID 1136;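 active = activation factor at least 2 at 20 µM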
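Assay system: human TNAP; Input: enzyme diluted 1/800 final; Reagent: CDP-star luminogenic substrate at 100 µM final; Timing: 30 min, room temperature; Signal: luminescence; Evaluation: TNAP activation factor scaled between EDTA and DMSO control wells.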
NF-kB expr up: NF-kB expression increase, human neuronal cells; NF-kB reporter expression; stronger effect = higher value; fold change at 12.5 µM; 190,000 tested, 1.6% active; in the data active = fold change above about 3.3
bIAP act: intestinal alkaline phosphatase (bovine) activation. purified bovine IAP, CDP-star luminescence, 30 min; stronger effect = higher value; fold of DMSO-control signal, blank-subtracted. activation factor at 20 µM. 200,000 tested, 0.17% active. AID 1016;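 active = activation factor of 2 or more at 20 µM, a signal rise over negative controls twice the positive control's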
APP 5'UTR act: APP 5'UTR luciferase reporter activation. activation, % at 2 µM. 190,000 tested, 1% active. SH-SY5Y APP 5'UTR luciferase reporter, luminescence; zero percent = DMSO vehicle wells;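 active = activation above a set limit, based on mean plus 3 SD of controls, cut at about 140% in these data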; also: values of inactives mirror those of a sister screen read the other way
PMI activator: phosphomannose isomerase (human) activation | P34949 | purified human PMI, coupled resazurin fluorescence, 20 min; stronger effect = higher value; 1 = vehicle control, 0 substrate-free wells | activation factor at 20 µM | 190,000 tested, 0.005% active | AID 1214;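 active = activation factor of 2 or more at 20 µM, relative to plate controls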
* hit, by the source's call.

Labels used below: A = FLuc inh counter; B = PMI act hi M6P; C = TNAP inh hiacc; D = TNAP inh noacc; E = FLuc act counter; F = TNAP act hi DEA; G = NF-kB expr up; H = bIAP act; I = APP 5'UTR act; J = PMI activator
1. NS(=O)(=O)c1ccc(CCNC2CC(=O)N(Cc3ccccc3)C2=O)cc1 (configuration not stated)
  A = -3	B = 1	C = 1	D = -6	E = 1	F = 1	G = 1.2	H = 0.9	I = -7	J = 0.9
2. COc1ccc(C(=O)Nc2c(Cl)cc(Cl)cc2C(=O)NCc2ccco2)cc1
  A = -5	B = 1	C = -3	D = -7	E = 1	F = 1	G = 1.3	H = 1	I = 12	J = 1
3. CCn1c(SCC(=O)NC2CCCCC2)nc2c(c1=O)SC(C)C2 (configuration not stated)
  A = -4	B = 1	C = 0	D = -8	E = 1	F = 1	G = 1.1	H = 1	I = 0	J = 0.9
4. CCn1c(SCC(=O)NCC2CCCO2)nnc1-c1ccc(S(=O)(=O)N2CCN(C)CC2)cc1 (configuration not stated)
  A = -1	B = 0.9	C = 4	D = -1	E = 1	F = 1	G = 1.2	H = 1	I = -1	J = 0.9
5. COc1ccc(Nc2cc(=O)n(C3CCCCC3)c(=O)[nH]2)c(OC)c1
  A = -5	B = 0.8	C = -2	D = -8	E = 1.1	F = 1	G = 0.97	H = 1	I = -7	J = 1
6. N#Cc1nn(-c2ccccc2)nc1N1CCCCC1
  A = 0	B = 0.9	C = 1	D = -7	E = 1	F = 1	G = 1.8	H = 0.9	I = 46	J = 0.9
7. CCOC(=O)N1CCN(Cc2cc(=O)oc3ccc(Cl)cc23)CC1
  A = -2	B = 1	C = -5	D = -8	E = 1	F = 1.1	G = 1.6	H = 1	I = 10	J = 1
8. N#Cc1c(-c2cccc(Br)c2)cc(-c2ccco2)[nH]c1=O
  A = -6	B = 0.8	C = 5	D = -6	E = 1.1	F = 1	G = 0.99	H = 1.1	I = -6	J = 1
9. COC(=O)c1c(Cl)c2n3ccccc3c(C)c(-c3ccccc3)c-2c1C(=O)OC
  A = -1	B = 0.6	C = 7	D = 2	E = 1	F = 0.9	G = 1.2	H = 0.9	I = -2	J = 0.9
10. CC(N1CCOC1=O)S(=O)(=O)c1ccccc1 (configuration not stated)
  A = 0	B = 2*	C = 2	D = -8	E = 1	F = 1	G = 1	H = 0.9	I = 12	J = 1.6

Looked up one by one from the entries so far, 2 records:
Labels used below: A = FLuc inh counter; B = PMI act hi M6P; C = TNAP inh hiacc; D = TNAP inh noacc; E = FLuc act counter; F = TNAP act hi DEA; G = NF-kB expr up; H = bIAP act; I = APP 5'UTR act; J = PMI activator
4. CCn1c(SCC(=O)NCC2CCCO2)nnc1-c1ccc(S(=O)(=O)N2CCN(C)CC2)cc1 (configuration not stated)
  A = -1	B = 0.9	C = 4	D = -1	E = 1	F = 1	G = 1.2	H = 1	I = -1	J = 0.9
1. NS(=O)(=O)c1ccc(CCNC2CC(=O)N(Cc3ccccc3)C2=O)cc1 (configuration not stated)
  A = -3	B = 1	C = 1	D = -6	E = 1	F = 1	G = 1.2	H = 0.9	I = -7	J = 0.9

Returning to the listing, repeating the 3 entries before the break.
Labels used below: A = FLuc inh counter; B = PMI act hi M6P; C = TNAP inh hiacc; D = TNAP inh noacc; E = FLuc act counter; F = TNAP act hi DEA; G = NF-kB expr up; H = bIAP act; I = APP 5'UTR act; J = PMI activator
8. N#Cc1c(-c2cccc(Br)c2)cc(-c2ccco2)[nH]c1=O
  A = -6	B = 0.8	C = 5	D = -6	E = 1.1	F = 1	G = 0.99	H = 1.1	I = -6	J = 1
9. COC(=O)c1c(Cl)c2n3ccccc3c(C)c(-c3ccccc3)c-2c1C(=O)OC
  A = -1	B = 0.6	C = 7	D = 2	E = 1	F = 0.9	G = 1.2	H = 0.9	I = -2	J = 0.9
10. CC(N1CCOC1=O)S(=O)(=O)c1ccccc1 (configuration not stated)
  A = 0	B = 2*	C = 2	D = -8	E = 1	F = 1	G = 1	H = 0.9	I = 12	J = 1.6
11. CS(=O)(=O)N(CC(=O)NCc1cccnc1)Cc1ccc(Cl)cc1
  A = -4	B = 1	C = 0	D = -2	E = 1	F = 1	G = 1.6	H = 0.9	I = 2	J = 0.9
12. CN1CCN(c2nc(-c3ccccc3)c3cc(Cl)ccc3n2)CC1
  A = -8	B = 1.1	C = -2	D = 11	E = 1.1	F = 1	G = 0.85	H = 1.1	I = 4	J = 1
13. COC(=O)C/C=C/[C@@H](C)[C@@H](/C=N/OC[C@@H](C)[C@H](OCc1ccccc1)C(C)C)NS(=O)(=O)c1ccc(C)cc1
  A = -9	B = 0.8	C = -7	D = -8	E = 1.1	F = 1.1	G = 0.94	H = 0.8	I = -6	J = 0.8
14. C=C(C)Cn1c(N2CCN(c3ccc(OC)cc3)CC2)nc2c1c(=O)n(C)c(=O)n2C
  A = 4	B = 0.9	C = -1	D = -4	E = 1	F = 1	G = 0.89	H = 1.1	I = 2	J = 1.1
15. CSCCC(NS(=O)(=O)c1ccc2c(c1)oc(=O)n2C)C(=O)NC1CCCCC1 (configuration not stated)
  A = -3	B = 0.9	C = -4	D = -12	E = 1	F = 1	G = 1.1	H = 1	I = 5	J = 0.9
16. O=C(c1ccccc1)N1CCN(c2ccc([N+](=O)[O-])c(N3CCOCC3)c2)CC1
  A = -6	B = 0.9	C = 15	D = 4	E = 1.1	F = 0.9	G = 0.67	H = 0.9	I = 12	J = 0.9
17. CC(C)CCC1=NN(C(=O)c2ccco2)C(O)(C(F)(F)F)C1 (configuration not stated)
  A = -1	B = 1	C = -3	D = -6	E = 1	F = 1	G = 1.1	H = 0.9	I = -20	J = 1
18. CC(C)=CCN1CCN(Cc2cccc3nccnc23)CC1CCO (configuration not stated)
  A = -8	B = 1	C = 4	D = 1	E = 1.1	F = 1	G = 1.1	H = 1.1	I = 1	J = 1
19. COc1cc(C(Nc2ccc(S(=O)(=O)N3CCC(C)CC3)cc2)C(=O)NCC2CCCO2)cc(OC)c1OC (configuration not stated)
  A = -8	B = 1	C = -4	D = -13	E = 1.1	F = 1	G = 1.1	H = 0.9	I = 4	J = 1
20. CCOc1ccc(C2C(C#N)=C(N)Oc3cc(C)n(CCN(C)C)c(=O)c32)cc1OCC (configuration not stated)
  A = -7	B = 0.9	C = -2	D = -2	E = 1.1	F = 1	G = 0.99	H = 1	I = 7	J = 0.9
21. Cc1ccc(SCc2cc(=O)[nH]c(/N=C(\N)Nc3ccccc3Sc3ccccc3)n2)cc1
  A = -3	B = 1	C = -1	D = -36	E = 1	F = 1	G = 0.83	H = 0.9	I = -1	J = 0.8
22. O=C(NCc1ccc[n+](CCCCS(=O)(=O)[O-])c1)c1ccc(OC(F)F)cc1
  A = -4	B = 1	C = -2	D = -10	E = 1	F = 1	G = 1.1	H = 1.1	I = 18	J = 1.2
23. COc1ccc(-c2[nH]ncc2CN(CCO)Cc2cccs2)c(F)c1
  A = -11	B = 1	C = -6	D = 69*	E = 1.1	F = 1.1	G = 0.87	H = 1	I = -2	J = 1
24. O=C(O)c1cccc(Nc2ncnc3ccccc23)c1
  A = 4	B = 1.1	C = 2	D = -17	E = 1	F = 1	G = 0.83	H = 0.9	I = 31	J = 1

Screening results as filed in PubChem.
